Screens from PubChem BioAssay.
TDP1 block: TDP1 (human) enzyme inhibition; Q9NUW8; recombinant TDP1, AlphaScreen DNA substrate cleavage; Potency, µM (doses to about 130 µM), inactives show at the highest dose activity change, negative = inhibition, usual class: inhibitors; 350,000 tested, 0.28% active; also: nearly all actives have a fitted effect of over 40% in size
Target sequence (Q9NUW8 whole entry, looked up): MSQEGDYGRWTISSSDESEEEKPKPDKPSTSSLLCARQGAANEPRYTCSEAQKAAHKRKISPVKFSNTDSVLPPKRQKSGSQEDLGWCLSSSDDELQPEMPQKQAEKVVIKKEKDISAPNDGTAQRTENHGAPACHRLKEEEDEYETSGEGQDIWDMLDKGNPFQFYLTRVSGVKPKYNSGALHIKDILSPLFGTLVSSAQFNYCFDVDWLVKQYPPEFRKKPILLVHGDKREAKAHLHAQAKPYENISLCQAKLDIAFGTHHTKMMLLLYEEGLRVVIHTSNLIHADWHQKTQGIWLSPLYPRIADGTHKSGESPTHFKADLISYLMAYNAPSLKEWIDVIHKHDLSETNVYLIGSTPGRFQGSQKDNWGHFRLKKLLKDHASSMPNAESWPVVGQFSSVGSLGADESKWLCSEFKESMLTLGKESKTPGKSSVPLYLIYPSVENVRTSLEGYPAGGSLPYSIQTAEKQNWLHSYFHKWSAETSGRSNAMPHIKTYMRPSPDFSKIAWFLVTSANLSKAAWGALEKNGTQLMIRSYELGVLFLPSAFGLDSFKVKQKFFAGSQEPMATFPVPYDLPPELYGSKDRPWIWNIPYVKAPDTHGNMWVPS
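E. coli-derived human Tdp1, 1 nM final. Cpd preinc 15 min RT; substrate 15 nM final, 5 min RT; AS bead mix 10 ug/ml final, 10 min RT. Signal loss = tyrosine-FITC cleavage. No-enzyme wells = max signal.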
FEN1 inh: blocks human flap endonuclease 1; AID 588795; P39748; 390,000 tested, 0.35% active; Recombinant FEN1 flap cleavage, fluorescence, 15 min; Potency, µM (doses to about 114 µM), for inactives: at the highest dose activity change, negative = inhibition, most hits filed as inhibitors; also: nearly all actives have a fitted effect of over 65% in size
Target sequence (P39748 whole entry, looked up): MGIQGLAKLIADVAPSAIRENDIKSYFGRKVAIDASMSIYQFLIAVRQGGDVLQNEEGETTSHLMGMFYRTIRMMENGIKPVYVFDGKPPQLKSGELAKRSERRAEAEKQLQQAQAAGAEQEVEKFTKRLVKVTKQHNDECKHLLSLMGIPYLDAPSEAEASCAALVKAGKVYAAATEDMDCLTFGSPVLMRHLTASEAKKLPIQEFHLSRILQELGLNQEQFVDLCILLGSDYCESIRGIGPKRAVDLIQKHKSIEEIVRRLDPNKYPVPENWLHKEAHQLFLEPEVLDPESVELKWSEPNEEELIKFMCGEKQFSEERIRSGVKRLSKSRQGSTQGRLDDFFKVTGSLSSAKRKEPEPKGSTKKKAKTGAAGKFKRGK
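FEN1 at 10 nM, compound pretreatment for 15 min (room temperature), 50 nM final substrate to initiate; endpoint reads at 0 and 15 min; DMSO-only plates used as vehicle background.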
N370S GC mod: inhibits or activates N370S mutant glucocerebrosidase | P04062 | AID 2101 | 330,000 tested, 0.092% active | N370S GC spleen homogenate, 4MU-glucoside fluorescence | Potency, µM (top dose mostly 59.4 µM), for the others: top-dose activity change, negative = inhibition, most hits filed as inhibitors;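 also: 0% = full enzyme activity and -100% = no enzyme basal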
* marks the source's active call; other numbers are inactive results. Calls follow the shape of the dose curve; as a rule, active = well fitted curve in the direction sought with a large enough effect; inconclusive = small, poorly fitted or top-dose-only effect, or another doubt; inactive = no such curve, though single readings can be large; an effect the other way counts as inactive or inconclusive. Unless noted, % is scaled to controls: 0 for no effect and ±100 for the full control effect; potency is read from the fitted curve at half-maximal effect.

`Cn1c(Cl)c(/C=N/OC(=O)C(C)(C)C)c2ccccc21` gave TDP1 block -4%, FEN1 inh 1% and N370S GC mod 3%.
`O=C(O)Cn1c(O)c(C2=c3ccccc3=NC2=O)sc1=O` gave FEN1 inh inconclusive and N370S GC mod -15%.
Screening Cc1ccccc1-c1cc2nccc(-c3cc(Cl)ccc3O)n2n1 returned TDP1 block 1% and FEN1 inh -9%.
For CCOc1ccc(CCNC(=O)C2CC(=O)N(c3ccc4c(c3)OCCO4)C2)cc1OCC (stereo not given) the results were FEN1 inh 5% and N370S GC mod 1%.
For Cc1c(NC(=O)c2nn3c(C(F)(F)F)cc(-c4ccccc4)nc3c2Cl)c(=O)n(-c2ccccc2)n1C the results were TDP1 block 0%, FEN1 inh 4% and N370S GC mod 5%.
For CCOc1cc2c(cc1OC)C(NC(=O)c1ccco1)CC2=O (stereo not given) the results were FEN1 inh 3% and N370S GC mod 0%.
For CC(C)c1ccc(NC(=O)[C@H](Cc2c[nH]c3ccccc23)NC(=O)[C@@H]2Cc3ccccc3CN2)cc1 the results were FEN1 inh 16% and N370S GC mod inconclusive.
For CCCCNC(=O)Cn1c(SCc2cccc(F)c2)nc2ccncc21 the results were TDP1 block 2% and FEN1 inh 14%.
For C=CCOc1ccc(C(=O)NC2CCCCC2)cc1 the results were TDP1 block 7%, FEN1 inh -1% and N370S GC mod 9%.
Screening CC(C)c1ccc(S(=O)(=O)N2CCC(n3c(C(F)(F)F)nc4cccnc43)CC2)cc1 returned TDP1 block -3% and FEN1 inh -4%.
For CCc1ccc2[nH]c(O)c(N=NC3=NC(=O)CS3)c2c1 the results were TDP1 block 4%, FEN1 inh 4% and N370S GC mod -7%.
Cc1ccc(C(=O)NC(C(=O)NC2CCCC2)c2ccccc2)cc1 (stereo not given) was read as TDP1 block 0%, FEN1 inh -3% and N370S GC mod 26%.
Screening CN(C)CCCN(C(=O)CCS(=O)(=O)c1ccccc1)c1nc2cc3c(cc2s1)OCO3 returned TDP1 block 1%, FEN1 inh -1% and N370S GC mod -6%.
CC1=C(C(=O)N2CCN(c3ccc(Cl)cc3)CC2)C2(CCC(C)CC2)OC1=O (stereo not given) was read as TDP1 block 5% and FEN1 inh 0%.
Screening CCOc1ccc(NC(=O)c2ccco2)cc1S(=O)(=O)N1CCCC1 returned TDP1 block -1% and FEN1 inh -2%.
`CCOc1ccc(C(=O)NCC(=O)N2CCC3CCCCC3C2)cc1OCC` (stereo not given) gave TDP1 block 9%, FEN1 inh -4% and N370S GC mod -5%.
Screening CCOC(=O)c1c(NC(=O)Cc2cccs2)sc(C(=O)N2CCCCC2)c1C returned TDP1 block 7%, FEN1 inh -2% and N370S GC mod inconclusive.
For CN(C(=O)CC1C(=O)NCCN1Cc1cccc(F)c1F)C1CCOCC1 (stereo not given) the results were TDP1 block 3%, FEN1 inh 5% and N370S GC mod -1%.
Screening CCCCC(CC)C1OCC(CN2CCCCC2)O1 (stereo not given) returned TDP1 block 9%, FEN1 inh 6% and N370S GC mod 12%.
Screening O=C(CCN1CCOCC1)NC1CCCN(Cc2ccccc2F)C1 (stereo not given) returned TDP1 block 4%, FEN1 inh 19% and N370S GC mod -12%.
`COc1cccc(C(=O)NC(=O)Nc2ccc(-c3cc(C(F)(F)F)nn3-c3ccccc3)cc2)c1` gave TDP1 block -3% and FEN1 inh -10%.
O=C(Nc1cc(Cl)ccc1N1CCOCC1)c1cnccn1 was read as TDP1 block -2%, FEN1 inh -2% and N370S GC mod 4%.
Screening CC1(C)CC2CC(C)(CN2C(=O)C23CCC(C)(C(=O)O2)C3(C)C)C1 (stereo not given) returned TDP1 block 2%, FEN1 inh -2% and N370S GC mod -2%.
For COc1ccc(N2CCN(C(=O)C3(C)CC3(Cl)Cl)CC2)cc1 (stereo not given) the results were TDP1 block -5%, FEN1 inh 1% and N370S GC mod -6%.
CC(C)CCN1C(=O)CC(NNC(=O)c2ccc(S(=O)(=O)N3CCCC3)cc2)C1=O (stereo not given) was read as TDP1 block 3%, FEN1 inh -3% and N370S GC mod -11%.
OCCCNCc1ccc(N(c2ccccc2)c2ccccc2)cc1 was read as TDP1 block 1%, FEN1 inh 6% and N370S GC mod -21%.
Screening CCS(=O)(=O)c1nc(S(=O)(=O)c2ccc(Cl)cc2)c(N2CCCC2)s1 returned TDP1 block 4%, FEN1 inh -2% and N370S GC mod inconclusive.
Cc1ccc(C)c(-c2cc(C(=O)N/N=C/c3cccnc3)c3ccccc3n2)c1 was read as TDP1 block 4%, FEN1 inh 1% and N370S GC mod inconclusive.
O=C1N(Cc2cccnc2)C[C@@H]2C[C@@H](c3ccccc3C#Cc3ccccc3)N3CCC[C@@]123 was read as TDP1 block 5%, FEN1 inh 11% and N370S GC mod -8%.
CCOC(=O)c1cc2sc(C)cc2n1CC(=O)NCCc1ccccc1 was read as TDP1 block 3%, FEN1 inh 6% and N370S GC mod 8%.

Next part (two carried over from the part before).
O=C1N(Cc2cccnc2)C[C@@H]2C[C@@H](c3ccccc3C#Cc3ccccc3)N3CCC[C@@]123 was read as TDP1 block 5%, FEN1 inh 11% and N370S GC mod -8%.
CCOC(=O)c1cc2sc(C)cc2n1CC(=O)NCCc1ccccc1 was read as TDP1 block 3%, FEN1 inh 6% and N370S GC mod 8%.
Screening Cc1ccc(CNc2ncnc3ccc(-c4c(C)noc4C)cc23)cc1 returned TDP1 block 10% and N370S GC mod -1%.
Screening Cn1nnnc1SC(C(=O)Nc1cccc(C(F)(F)F)c1)c1ccccc1 (stereo not given) returned TDP1 block 0%, FEN1 inh -15% and N370S GC mod 26%.
For O=C(COc1ccccc1F)NC1CCN(Cc2ccccc2)CC1 the results were TDP1 block 1% and FEN1 inh 0%.
`Cc1ccc(F)c(NC(=O)c2cncn2-c2ccccc2)c1` gave TDP1 block -1%, FEN1 inh 3% and N370S GC mod -2%.
O=C(NNS(=O)(=O)c1cccc(Cl)c1)c1cc(-c2ccc(F)cc2)nc2ccccc12 was read as TDP1 block 0%, FEN1 inh -5% and N370S GC mod -12%.
COc1ccc(CNC(=O)c2csc3c2CCCC3)cc1 was read as TDP1 block -4% and FEN1 inh -8%.
Screening COC(=O)c1[nH]c2ccc(F)cc2c1NC(=O)CCN1CCN(Cc2ccc3c(c2)OCO3)CC1 returned TDP1 block 4%, FEN1 inh 2% and N370S GC mod -14%.
For O=c1c2c(nc3nc(NCc4ccccc4Cl)[nH]n13)CCC2 the results were TDP1 block 8% and N370S GC mod 3%.
`CCc1sc(C(=O)NCc2ccco2)cc1C` gave TDP1 block 13%, FEN1 inh -12% and N370S GC mod -6%.
For Cc1cc[n+](CC(=O)c2ccc(NC(=O)c3ccccc3)cc2)c2ccccc12 the results were TDP1 block 2%, FEN1 inh -14% and N370S GC mod -9%.
Screening CCOC(=O)NN1C(=O)c2ccccc2NC1c1ccccc1F (stereo not given) returned TDP1 block 1%, FEN1 inh 16% and N370S GC mod 0%.
`O=C1CCCc2c1cc(C(=O)NC1CCSC1=O)c(=O)n2-c1ccccc1` (stereo not given) gave TDP1 block 0%, FEN1 inh -7% and N370S GC mod 7%.
COc1cc(CNc2ccc3[nH]c(=O)[nH]c3c2)ccc1OCc1cccc(C)c1 was read as FEN1 inh 5% and N370S GC mod -4%.
`CC(=O)Nc1ccc2nc3ccccc3nc2c1` gave FEN1 inh inconclusive and N370S GC mod -10%.
For CCOC(=O)c1c(C)c(C(=O)NCc2ccco2)c(C)n1C the results were TDP1 block -4%, FEN1 inh -7% and N370S GC mod 3%.
For CCOc1ccc(C(=O)O)cc1OC the results were TDP1 block 2%, FEN1 inh -2% and N370S GC mod -25%.
For Cn1c(SCC(=O)NCc2cccs2)nnc1-c1ccc(O)cc1 the results were TDP1 block 6%, FEN1 inh 5% and N370S GC mod -19%.
`CSc1nc(-c2ccccc2)nc(C(C)C)n1` gave TDP1 block -12% and FEN1 inh -14%.
For O=C(Nc1ccc(F)cc1F)c1sccc1SCc1cccc(C(F)(F)F)c1 the results were TDP1 block -5%, FEN1 inh -7% and N370S GC mod -11%.
`Nc1nnc(SCC(=O)OCC(=O)Nc2ccccc2)s1` gave TDP1 block 0%, FEN1 inh 6% and N370S GC mod 6%.
Cn1cc(C(CC(=O)O)C(=O)O)c2ccccc21 (stereo not given) was read as TDP1 block 4%, FEN1 inh -8% and N370S GC mod 14%.
For NC(=O)C1CCN(C(=O)c2cccc(NC(=O)c3nsc4ccccc34)c2)CC1 the results were TDP1 block 3% and FEN1 inh -4%.
Screening C[C@@H]1CC=C[C@H]2[C@H]1C(=O)N(Cc1ccccc1)[C@H]2c1ccc(-c2ccc(F)cc2)cc1F returned TDP1 block -6%, FEN1 inh -18% and N370S GC mod 11%.
COC(=O)[C@H](C(C)C)n1c(C)c(C(C)=O)c(C(C)=O)c1C was read as TDP1 block -3%, FEN1 inh -1% and N370S GC mod 1%.
Screening O=C(O)/C(=C/c1ccco1)NC(=O)c1ccccc1 returned TDP1 block inconclusive, FEN1 inh -15% and N370S GC mod 3%.
CC1(C)NC(=O)N(CCOCCOc2ccccc2)C1=O was read as TDP1 block 1% and FEN1 inh 8%.
Screening COc1ccc(NC(=O)CSc2nnc(C)n2Cc2ccccc2)cc1 returned TDP1 block 4%, FEN1 inh 1% and N370S GC mod 0%.
For COc1ccccc1C(=O)COC(=O)CCN=C1NS(=O)(=O)c2ccccc21 the results were TDP1 block 0%, FEN1 inh 6% and N370S GC mod 3%.
Screening CCNc1c([N+](=O)[O-])ncn1C returned TDP1 block 2%, FEN1 inh -2% and N370S GC mod -5%.
`COc1cccc(-n2nnc3c(=O)n(CC(=O)Nc4ccc(C)cc4)cnc32)c1` gave TDP1 block -6%, FEN1 inh -3% and N370S GC mod 1%.
`CCOc1ccccc1NS(=O)(=O)c1ccc2c(c1)oc(=O)n2C` gave TDP1 block 3% and FEN1 inh 15%.
`Cc1cc(S(=O)(=O)N2CCCOC2CNC(=O)C(=O)NCc2cccs2)ccc1F` (stereo not given) gave TDP1 block 2%, FEN1 inh 0% and N370S GC mod -3%.
Screening CCCn1c(C)nc2c(NC(C)CN(C)C)nc(C)nc21 (stereo not given) returned TDP1 block 6% and N370S GC mod -12%.
COc1ccc(CCNC(=O)c2cc3c(-c4ccccc4F)nn(C)c3s2)c(OC)c1 was read as TDP1 block 4% and FEN1 inh -1%.
`N#CC1=C(S)N(c2ccccc2)C(c2ccc(-c3cccc(Cl)c3)o2)NC1=O` (stereo not given) gave TDP1 block 5%, FEN1 inh inconclusive and N370S GC mod -3%.
`Cc1ccc2nc(Cl)c3cc(C(=O)NCCCN4CCC(C)CC4)sc3c2c1` gave TDP1 block -1% and FEN1 inh 16%.
For Cc1ccc(S(=O)(=O)NCCC(=O)NNC(=O)c2ccccc2O)cc1C the results were TDP1 block 0%, FEN1 inh -3% and N370S GC mod -10%.
COCCCN1CN(S(=O)(=O)c2cccs2)c2nc3ccccc3nc21 was read as TDP1 block 7%, FEN1 inh -1% and N370S GC mod 0%.
For CCCCc1nc(NCCN)c(C#N)c2c1CSC(C)(C)C2 the results were TDP1 block 6%, FEN1 inh -16% and N370S GC mod 13%.
Screening CCCc1ccc2oc(C(=O)NCCCN3CCOCC3)c(C)c2c1 returned TDP1 block 4%, FEN1 inh 1% and N370S GC mod -14%.
For O=C(Cn1ccc(C(F)(F)F)n1)Nc1cccc(S(=O)(=O)N2CCCCC2)c1 the results were TDP1 block -2%, FEN1 inh -16% and N370S GC mod -3%.
Screening COC(=O)c1cn(CC(=O)NCc2cccs2)c2ccccc12 returned TDP1 block 2%, FEN1 inh 3% and N370S GC mod -1%.
For COc1ccc(OCc2ccc(-c3nc(C#N)c(N4CCC(C)CC4)o3)o2)cc1 the results were TDP1 block 8% and FEN1 inh -13%.
COc1ccc(CCC(=O)Nc2ccc(S(=O)(=O)N3CCCC3)cc2)cc1OC was read as TDP1 block 4% and FEN1 inh 9%.
`CCOC(=O)c1c(C)[nH]c(C2=NNC(=Nc3ccccc3OC)SC2)c1C` gave TDP1 block 9%, FEN1 inh 5% and N370S GC mod -8%.
CCn1c(=N)n(CCO)c2ccccc21 was read as TDP1 block -3%, FEN1 inh 1% and N370S GC mod 3%.
`CC(C)CC(=O)NC(NC(=S)Nc1sc2c(c1C#N)CCCC2)C(Cl)(Cl)Cl` (stereo not given) gave TDP1 block 6%, FEN1 inh -16% and N370S GC mod 8%.

Random excerpt: 5 records from the list.
`CCOC(=O)c1c(C)[nH]c(C2=NNC(=Nc3ccccc3OC)SC2)c1C` gave TDP1 block 9%, FEN1 inh 5% and N370S GC mod -8%.
CCn1c(=N)n(CCO)c2ccccc21 was read as TDP1 block -3%, FEN1 inh 1% and N370S GC mod 3%.
For O=C(Cn1ccc(C(F)(F)F)n1)Nc1cccc(S(=O)(=O)N2CCCCC2)c1 the results were TDP1 block -2%, FEN1 inh -16% and N370S GC mod -3%.
`CC(C)CC(=O)NC(NC(=S)Nc1sc2c(c1C#N)CCCC2)C(Cl)(Cl)Cl` (stereo not given) gave TDP1 block 6%, FEN1 inh -16% and N370S GC mod 8%.
Screening COC(=O)c1cn(CC(=O)NCc2cccs2)c2ccccc12 returned TDP1 block 2%, FEN1 inh 3% and N370S GC mod -1%.
